TRPC6 activator = activators of mouse TRPC6 channel. Q61143. HEK293-TRPC6 membrane potential dye fluorescence; stronger effect = higher value. B-score at 10 µM. hit rate 0.13% among 310,000. AID 2550;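 active means B-score of the integrated fluorescence ratio above library mean plus 3 SD, and starting fluorescence ratio within library mean plus 5 SD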;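 further: higher score means more depolarization so channel activation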
RGS4 act = potentiators or activators of RGS4. HEK293 M3R/inducible RGS4, carbachol calcium flux Fluo4; stronger effect = lower value. B-score at 10 µM. hit rate 0.92% among 310,000. AID 463111;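 active means B-score of the integrated calcium signal more than 4 SD below the library mean, with starting fluorescence not abnormally high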;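 further: negative B-score means reduced calcium response which marks RGS4 activation or potentiation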
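Reagent: ECmax carbachol challenge; Test system: M3R-expressing HEK293 line, RGS4 induced by doxycycline; Schedule: overnight RGS4 induction, 30 min dye load 37 °C, 20 min compound RT; Detection: calcium dye Fluo4 fluorescence; Read-out: Agonist-evoked peak-minus-minimum fluorescence over baseline, integrated ratio, B score.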
MrgX1 ag = human MrgX1 receptor agonism, primary screen; Q96LB2; MrgX1-HEK293 cells, Fluo-4 calcium fluorescence, agonist mode; stronger effect = higher value; B-score at 10 µM; hit rate 0.44% among 310,000;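 active means calcium response B-score plate-corrected fluorescence ratio at least 3 library SD, with starting fluorescence B-score inside 5 SD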
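Material – MrgX1-expressing HEK293 cells · Input – 15,000 cells seeded per well · Dosing – compound as first of three additions · Times – overnight seeding, then 1 h dark dye loading · Measured by – kinetic Fluo-4 NW fluorescence of intracellular calcium · Read-out – B-scored fluorescence response ratio · Benchmarks – positive and negative control wells on each plate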
TRPC6 inh = blocks the mouse TRPC6 cation channel; HEK293-TRPC6, membrane potential dye, ACh-evoked depolarization; stronger effect = lower value; hit rate 1.1% among 310,000; B-score at 10 µM; Q61143;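 active means B-score under library mean minus 3 SD, initial fluorescence not abnormally high, positive integrated signal ratio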;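 further: B-score derived from integrated fluorescence ratio over the kinetic read; more negative B-score means stronger inhibition of depolarization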
MrgX1 allo act = human MrgX1 positive allosteric modulation, primary screen; AID 588675; MrgX1-HEK293, Fluo-4 calcium flux, FDSS; stronger effect = higher value; B-score at 10 µM; hit rate 0.63% among 310,000;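 active means plate-corrected calcium response at least 3 library SD above typical, normal starting fluorescence, not activating the receptor alone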;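 further: compound read alongside a low EC10 to EC30 dose of BAM8-22 agonist; peak minus trough fluorescence over baseline measured at the second addition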
MrgX1 antagonist = human MrgX1 receptor antagonism, primary screen; Q96LB2; MRGX1-HEK293 calcium flux, Fluo-4, BAM8-22 antagonism; stronger effect = lower value; B-score at 10 µM; hit rate 1.3% among 310,000; AID 588676;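 active means calcium-response B-score plate-corrected more than 3 library SD below zero, starting fluorescence within 5 deviations, no agonist response on first addition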;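 further: peak minus trough fluorescence over baseline after final BAM8-22 challenge near maximal dose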
SKKanGAS inh = SKKanGAS growth inhibition. S. pyogenes SKKanGAS, kanamycin growth, BacTiter-Glo, 6 h. inhibition, % at 7.5 µM. hit rate 1.3% among 300,000;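 active means mean replicate score, as percent of positive control median, at least 50; inconclusive means mean below 50 but one replicate at or above 50; inactive means mean and every replicate below 50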;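 further: strain carries kanamycin resistance gene driven by streptokinase promoter and grows in 40 µg/ml kanamycin; loss of luminescence reflects streptokinase promoter inhibition or plain growth inhibition; 0% = median of DMSO wells and 100% = positive control at its reference dose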
HIF act = HIF pathway transcriptional activation; hit rate 0.32% among 300,000; U2OS HRE-luciferase reporter, luminescence; normalized: DMSO 0%, desferrioxamine 100%; activation, % at 7.5 µM (by protocol); AID 1910;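 active means mean activation of at least 10% of the iron chelator positive control signal, with at least half of replicates also reaching 10%; inconclusive means mean and replicate majority disagree about reaching 10%; inactive means mean and most replicates under 10%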
RGS4 block = inhibitors of human RGS4; B-score at 10 µM; HEK293 M3R/RGS4 inducible, Fluo-4 calcium flux; stronger effect = higher value; triggered by carbachol at its EC20; hit rate 0.45% among 310,000;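 active means B-score, a plate-corrected calcium signal, over three deviations above library mean, with baseline fluorescence within five deviations of library mean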;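 further: RGS4 expression induced by doxycycline in cells with stable M3 receptor; B-score is computed from the integrated fluorescence ratio over baseline after carbachol; higher B-score means a larger calcium signal and so more RGS4 inhibition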
TRPC4 block = blocks the mouse TRPC4 cation channel | Q9QUQ5 | HEK293 TRPC4beta/mu-opioid, DAMGO-evoked Fluo4 calcium flux; stronger effect = lower value | B-score at 10 µM | hit rate 0.39% among 300,000 | AID 2247;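 active means B-score over 3 SD under the library average, no early fluorescence shift, positive overall ratio signal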
Target sequence (Q9QUQ5 whole entry, looked up): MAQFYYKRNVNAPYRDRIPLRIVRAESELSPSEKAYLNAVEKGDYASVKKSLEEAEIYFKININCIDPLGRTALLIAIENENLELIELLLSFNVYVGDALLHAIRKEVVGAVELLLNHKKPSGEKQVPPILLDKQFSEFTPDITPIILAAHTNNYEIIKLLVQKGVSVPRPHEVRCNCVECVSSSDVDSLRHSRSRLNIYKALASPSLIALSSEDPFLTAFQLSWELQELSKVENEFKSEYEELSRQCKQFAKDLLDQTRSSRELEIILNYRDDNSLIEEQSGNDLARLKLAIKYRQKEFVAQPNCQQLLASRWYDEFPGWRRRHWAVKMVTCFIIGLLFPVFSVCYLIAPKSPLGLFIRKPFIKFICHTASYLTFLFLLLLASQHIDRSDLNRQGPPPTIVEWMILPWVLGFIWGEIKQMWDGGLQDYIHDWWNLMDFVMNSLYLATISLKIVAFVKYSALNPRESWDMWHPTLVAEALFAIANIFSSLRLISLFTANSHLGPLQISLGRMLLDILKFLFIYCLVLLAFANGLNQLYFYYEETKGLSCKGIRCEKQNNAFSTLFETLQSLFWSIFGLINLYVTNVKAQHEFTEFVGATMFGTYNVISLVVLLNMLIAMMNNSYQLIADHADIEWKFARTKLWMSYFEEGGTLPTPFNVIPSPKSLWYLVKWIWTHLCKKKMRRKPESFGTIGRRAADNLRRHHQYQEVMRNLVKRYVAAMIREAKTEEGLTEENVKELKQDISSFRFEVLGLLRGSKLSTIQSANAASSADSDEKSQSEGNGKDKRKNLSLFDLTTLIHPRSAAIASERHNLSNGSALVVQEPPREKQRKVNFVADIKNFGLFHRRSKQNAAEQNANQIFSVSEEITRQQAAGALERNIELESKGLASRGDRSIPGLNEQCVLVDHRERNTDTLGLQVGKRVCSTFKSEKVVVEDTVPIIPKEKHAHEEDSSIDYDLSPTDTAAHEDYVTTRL
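System: stable TRPC4beta/mu-opioid receptor HEK293 cells; Dosing: single-point compound dosing; Measured by: Fluo4 Ca2+ flux fluorescence; Read-out basis: per-well B score of integrated baseline-normalized Fluo4 ratio.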
Platelet DG rel = platelet dense granule release activity; hit rate 0.22% among 300,000; human platelet-rich plasma, SFLLRN dense granule ATP release, luminescence; inhibition, %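 (compounds screened at 7.5 µM in platelet-rich plasma)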;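 active means mean replicate score, as percent of positive control, at or above 50; inconclusive means mean below 50 but at least one replicate at or above 50; inactive means mean and every replicate below 50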
Active calls of the source: *; i = inactive; u = inconclusive.

SMILES	TRPC6 activator	RGS4 act	MrgX1 ag	TRPC6 inh	MrgX1 allo act	MrgX1 antagonist	SKKanGAS inh	HIF act	RGS4 block	TRPC4 block	Platelet DG rel
O=[N+]([O-])c1ccc(CSc2nc3ccccc3o2)cc1	i	i	i	i	i	i	12.2	6.4	i	i	0.1
CCOc1ccccc1-c1nn2c(Cc3ccccc3)nnc2s1	i	i	i	i	i	i	-3.8	-0.2	i	i	4.3
Cc1ccc(NC2CCCN(C(=O)CCN3CCCCO3)C2)cc1C (configuration not stated)	i	i	i	i	i	i	-18.0	0.1	i	i	-3.7
Cc1cc(C)c2c(NC(=S)NC(=O)c3ccccc3)nn(C)c2n1	i	i	i	i	i	i	-1.4	-0.5	i	i	1.4
O=C(c1ccc(N2CCOCC2)nc1)N1CCOCC1	i	i	i	i	i	i	-1.0	0.3	i	i	1.8
COc1c(O)cc2oc(-c3ccc(O)cc3)cc(=O)c2c1O	i	i	i	i	i	i	1.5	1.6	i	i	-0.5
COc1cc(/C=N/N(C)C)cc(Br)c1O	i	i	i	i	i	i	-13.4	1.5	i	i	7.9
CCOC(=O)CNC(=O)c1cnc(Nc2ccccc2OC)c2ccccc12	i	i	i	i	i	i	0.7	1.0	i	i	-2.9
CCC1(C)Cc2ccccc2-c2[nH]c(=S)[nH]c(=O)c21 (configuration not stated)	i	i	i	i	i	i	-0.8	-0.4	i	i	3.0
CC1CC(C)CN(C(=O)c2ccc(CNc3c(N4CCCC4)c(=O)c3=O)cc2)C1 (configuration not stated)	i	i	i	i	i	i	5.1	-0.1	i	i	1.2
O=C1CNC(=O)/C1=C\N1CCN(C(c2ccccc2)c2ccccc2)CC1	i	i	i	i	i	i	-0.7	0.5	i	i	1.9
CC(=O)Nc1ccc(/C=N\NC(=O)CNS(=O)(=O)c2ccc([N+](=O)[O-])cc2)cc1	i	i	i	i	i	i	-9.9	-0.3	i	i	4.3
O=C(COC(=O)c1cc(Cl)ccc1Cl)NC1CCCC1	i	i	i	i	i	i	1.5	-0.3	i	i	5.7
Cc1cc(O)ccc1NS(=O)(=O)c1ccc2c3c(cccc13)C(=O)N2	i	i	i	i	i	i	3.7	-0.2	i	i	3.9
Cc1cc(C)c(S(=O)(=O)Nc2nnc(C3CCCCC3)s2)c(C)c1	i	i	i	i	i	i	9.1	0.1	i	i	-0.7
COc1ccc(Oc2nc(OC)cc(OC)n2)cc1	i	i	i	i	i	i	0.5	0.1	i	i	-4.3
Cc1cc(C(=O)OCC(=O)N2CC(C)CC(C)C2)c(C)o1 (configuration not stated)	i	i	i	i	i	i	-5.5	-1.3	i	i	-3.7
CCNC(=O)NC(=O)COc1ccccc1C#N	i	i	i	i	i	i	-12.4	0.5	i	i	7.2
CC(Sc1ccccc1)C(=O)Nc1ccccc1C(=O)N1CCOCC1 (configuration not stated)	i	i	i	i	i	i	-2.5	-0.3	i	i	u
Cn1c(=O)c2cn3c(c2n(C)c1=O)C(c1ccccc1)CC(c1ccccc1)=N3 (configuration not stated)	i	i	i	i	i	i	0.5	1.6	i	i	2.2
Cc1nc(NS(=O)(=O)c2cccs2)c2c3c(sc2n1)CCC3	i	i	i	i	i	i	4.7	-0.1	i	i	-1.5
C=CCN1C=CC(=CC=C(C#N)C#N)C=C1	i	i	i	i	i	i	5.8	1.4	i	i	-6.6
CCOc1ccc(CNc2ncc(-c3ccccc3)n2C)cc1	i	i	i	i	i	i	2.9	1.3	i	i	-4.0
O=C1NC(Cc2ccccc2)C(=O)N1Cc1cc([N+](=O)[O-])cc2c1OCOC2 (configuration not stated)	i	i	i	i	i	i	-5.0	0.8	i	i	-2.7
COCCCNC(=O)COc1ccc2oc3c(c2c1)CCCC3	i	i	i	i	i	i	-7.1	0.1	i	i	2.7
O=C(NNS(=O)(=O)c1cc(Cl)cc(Cl)c1)c1sccc1-n1cccc1	i	i	i	i	i	i	11.4	-0.3	i	i	-5.5
Cc1cccc(NC(=O)C2CCC(CNC(=O)[C@@H]3Cc4ccccc4CN3)CC2)c1 (some centres not stated)	i	i	i	i	i	i	-0.4	-0.3	i	i	-5.0
CCOC(=O)CCN1C(=O)c2ccccc2Sc2ncccc21	i	i	i	i	i	i	-1.3	0.6	i	i	-3.9
CC(=O)NS(=O)(=O)c1ccc(NC(=O)c2cccc(S(=O)(=O)N3CCc4ccccc43)c2)cc1	i	i	i	i	i	i	4.3	0.5	i	i	-0.6
COc1ccc(CCn2c(=N)c(C(=O)NC3CCCC3)cc3c(=O)n4cccc(C)c4nc32)cc1	i	i	i	-5.26*	i	i	10.1	2.5	i	i	5.4
COc1cccc(OCC(Cn2cnc3ccccc32)OC(C)=O)c1 (configuration not stated)	i	i	i	i	i	i	-2.1	0.0	i	i	-2.0
COc1cc(OC)cc(C(=O)N[C@H](C(=O)OCC(=O)c2ccc3c(c2)NC(=O)CO3)C(C)C)c1	i	i	i	i	i	i	10.0	-0.4	i	i	-0.3
CN(C)C(=O)c1cc(C(=O)c2ccc(F)cc2F)c[nH]1	i	i	i	i	i	i	1.7	2.2	i	i	1.4
Cc1cc2c(C)cc(=O)oc2c2c1NCCC2	i	i	i	i	i	i	-17.6	-0.3	i	i	-4.8
C#CCOCCOCCOCCNc1nc(N2CCOCC2)nc(N2CCN(C(=O)[C@H](Cc3ccc(O)cc3)n3cc([C@@H](N)CC(C)C)nn3)CC2)n1	i	i	i	i	i	i	-2.5	-1.0	i	i	-2.6
COC1=CC(=O)C[C@@H](C)[C@]12Oc1c(Cl)c(OC)cc(OC)c1C2=O	i	i	i	i	i	i	-3.0	0.5	i	i	3.2
COc1ccc(-n2cnnc2SCC(=O)Nc2cccc(S(N)(=O)=O)c2)cc1	i	i	i	i	i	i	-2.2	0.3	i	i	6.2
CC1(c2ccc([N+](=O)[O-])cc2)NC(=O)N(CC(=O)Nc2cccnc2Cl)C1=O (configuration not stated)	i	i	i	i	i	i	-1.0	-0.1	i	i	-2.6
Cc1ccc(NC(=O)/C(C#N)=C/c2ccsc2)c(C)c1	i	i	i	i	i	i	-9.7	1.4	i	i	11.4
C=CCOc1c(CNc2ccc(S(N)(=O)=O)cc2)cccc1OC	i	i	i	i	i	i	2.1	0.0	i	i	-3.3
C=CCn1c(C(C)NC(=O)c2ccccc2)n[nH]c1=S (configuration not stated)	i	i	i	i	i	i	2.7	-0.5	i	i	0.3
CCOc1ccc(NS(=O)(=O)c2cc3c4c(c2)CCN4C(=O)CC3)cc1	i	i	i	i	i	i	2.3	0.2	i	i	6.4
O=C(Cn1nnc(-c2cccs2)n1)OC1CCCCC1	i	i	i	i	i	i	-7.2	-0.3	i	i	-6.9
COc1ccc(N2CCN(Cc3nc4c(c(=O)[nH]c(=O)n4C)n3CC(C)=O)CC2)cc1	i	i	i	i	i	i	-3.5	-0.3	i	i	-9.6
O=C1NN(c2ccc(Br)cc2)C(=O)/C1=C\c1ccc(O)cc1O	i	i	i	i	i	i	4.5	-22.1	i	i	-6.8
O=C(NCCc1cccnc1)C1CCC(=O)N(CCc2cccc(F)c2)C1 (configuration not stated)	i	i	i	i	i	i	1.3	0.4	i	i	-12.6
CC(C)(C)C(O)CN1CCCC1 (configuration not stated)	i	i	i	i	i	i	1.5	-0.6	i	i	7.9
Cc1ccc(S(=O)(=O)N2CCC(C(=O)N3CCC[C@H]3C(=O)NC3CCS(=O)(=O)C3)CC2)cc1 (some centres not stated)	i	i	i	i	i	i	-7.3	-0.1	i	i	4.2
CSc1nc(C)c(CCOCc2ccc(F)cc2)c(=O)[nH]1	i	i	i	i	i	i	2.0	-0.6	i	i	3.4
CCOC(=O)C1CCCN(Cc2nc(N)nc(Nc3ccc(Cl)cc3)n2)C1 (configuration not stated)	i	i	i	i	i	i	33.8	-0.1	i	i	13.5
COc1ccc2oc(=O)cc(C)c2c1	i	i	i	i	i	i	0.8	0.0	i	i	37.8
COC(=O)[C@H](Cc1c[nH]c2ccccc12)NC(=O)Nc1ccccc1OC	i	i	i	i	i	i	19.2	0.0	i	i	0.1
COc1ccc(C(=O)Nc2ccc(SC(F)F)cc2)cc1	i	i	i	i	i	i	2.5	2.7	i	i	-4.7
Oc1ccc(-c2onc3ccc(Cl)cc23)cc1	i	i	i	i	i	i	10.3	0.2	i	i	-1.0
CC(C)CCNC(=O)CCS(=O)(=O)c1cccc2nonc12	i	i	i	i	i	i	-3.3	-0.3	i	i	3.9
Cc1cccc(NC(=S)NC(=O)c2oc3ccccc3c2C)n1	i	i	i	i	i	i	-6.1	4.1	i	i	2.1
COc1cccc(-c2cc(C(=O)N3CCCCC3C)no2)c1 (configuration not stated)	i	i	i	i	i	i	-9.6	3.0	i	i	11.3
Cc1ccc(C(=O)Oc2cc(C)[nH]c(=O)c2[N+](=O)[O-])cc1	i	i	i	i	i	i	-5.7	0.1	i	i	-7.7
COc1ccccc1-n1c(SCC(=O)Nc2ccc(NC(C)=O)cc2)nc2c([nH]c3ccccc32)c1=O	i	i	i	i	i	i	u	0.0	i	i	-11.5
O=C(Nc1ccccc1C(=O)N1CCOCC1)c1ccco1	i	i	i	i	i	i	3.1	-0.4	i	i	-1.0
Next section.
SMILES	TRPC6 activator	RGS4 act	MrgX1 ag	TRPC6 inh	MrgX1 allo act	MrgX1 antagonist	SKKanGAS inh	HIF act	RGS4 block	TRPC4 block	Platelet DG rel
Cc1ccnc(NC(=O)c2ccc(Cl)c(NC(=O)c3ccccc3C)c2)c1	i	i	i	i	i	i	-5.7	-0.4	i	i	-5.3
COc1ccc(OC)c(NC(=O)CS(=O)(=O)Cc2nc(-c3ccccc3C)oc2C)c1	i	i	i	i	i	i	-3.6	0.1	i	i	50.8*
CCCn1nnc(NC(=O)c2ccc(-c3ccccc3)cc2)n1	i	i	i	i	i	i	-3.9	2.4	i	i	2.8
NNc1ccc(Cc2ccc(Cl)cc2Cl)nn1	i	i	i	i	i	i	1.7	-0.5	i	i	1.5
Cc1ccc(S(=O)(=O)N2CN(Cc3ccco3)c3nc4ccccc4nc32)cc1C	i	i	i	i	i	i	26.7	-0.2	i	i	-16.8
COc1ccc(OCC(=O)N/N=C(/C)Cc2ccccc2)cc1	i	i	i	i	i	i	-8.0	-0.3	i	i	-2.4
COc1ccc([N+](=O)[O-])cc1NS(=O)(=O)c1cc(C(=O)O)ccc1OC	i	i	i	i	i	i	-0.7	-0.1	i	i	-1.8
COc1cccc(-c2n[nH]c(=S)n2Cc2ccco2)c1	i	i	i	i	i	i	2.6	0.3	i	i	-3.5

Screens deposited in PubChem by several laboratories.

The order is random; any-hit rate near 6.1%.
